Screening results deposited in PubChem by National Center for Advancing Translational Sciences (NCATS).
GLS inh: glutaminase GLS (human) inhibition | GLS enzymatic activity, qHTS titration | Potency, µM (highest dose often 45.5 µM), for the others: at the highest dose activity change, negative = inhibition, usual class: inhibitors | 0.21% of 410,000 active; further: potency means the concentration at half of the fitted maximal effect; on the % scale 0 is the no-effect control and ±100 the full control effect
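hKGA; 45 mM KH2PO4 pH 8.2 + 0.02% Tween-20; cpd via pin tool; 1 mM Gln soln; GluOx/HRP/Amplex Red; RT 30 min; fluor. t0 & final.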
TrxR1 substrate: is turned over as a substrate by rat TrxR1; O89049; purified TrxR1 substrate turnover, NADPH consumption readout; Potency, µM (doses to about 114 µM), inactives show at the highest dose activity change, negative = substrate turnover; 0.01% of 390,000 active; AID 588456; further: potency means the concentration at half of the fitted maximal effect; on the % scale 0 is the no-effect control and ±100 the full control effect; nearly all actives have a fitted effect of over 50% in size
Target sequence (O89049 whole entry, looked up): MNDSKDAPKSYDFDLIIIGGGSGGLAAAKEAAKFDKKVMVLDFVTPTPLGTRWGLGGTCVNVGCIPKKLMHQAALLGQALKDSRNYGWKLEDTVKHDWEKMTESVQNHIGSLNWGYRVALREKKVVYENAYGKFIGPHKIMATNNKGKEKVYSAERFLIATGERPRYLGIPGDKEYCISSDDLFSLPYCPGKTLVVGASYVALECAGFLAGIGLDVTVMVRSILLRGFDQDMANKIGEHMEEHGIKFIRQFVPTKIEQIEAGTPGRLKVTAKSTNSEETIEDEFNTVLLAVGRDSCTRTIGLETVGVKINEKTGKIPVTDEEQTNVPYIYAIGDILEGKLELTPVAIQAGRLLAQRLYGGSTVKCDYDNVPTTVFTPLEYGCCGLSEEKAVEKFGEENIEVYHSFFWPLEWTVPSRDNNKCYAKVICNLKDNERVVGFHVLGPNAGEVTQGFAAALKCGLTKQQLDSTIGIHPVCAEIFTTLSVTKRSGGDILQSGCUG
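Rat TrxR1, dispensed at 90 nM, was prereduced with 400 uM NADPH (final) for 5 min at ~22 deg C, then incubated with compound 15 min before 400 uM selenite. A first-read NADPH fluorescence drop versus no-compound background flagged substrates.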
mIDH1 inhibitor: blocks human mutant IDH1 R132H enzyme | O75874 | IDH1-R132H enzyme, NADPH consumption, diaphorase/resazurin fluorescence | Potency, µM (series often up to 76.6 µM), without a hit: at the highest dose activity change, negative = inhibition, hits mostly inhibitors | 0.093% of 390,000 active; further: potency means the concentration at half of the fitted maximal effect; on the % scale 0 is the no-effect control and ±100 the full control effect; nearly all actives have a fitted effect of over 65% in size
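IDH1-R132H (0.5 ug/mL dispensed) in pH 7.5 Tris buffer was preincubated 30 min with compound, then given a substrate mix of 0.016 mM NADPH and 2 mM alpha-KG for 80 min at room temperature; remaining NADPH was read by diaphorase/resazurin fluorescence.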
TrxR1 inh: rat TrxR1 inhibition; 1% of 390,000 active; recombinant rTrxR1, NADPH fluorescence consumption, selenite substrate; AID 588453; Potency, µM (highest dose often 114 µM), for the others: at the highest dose activity change, negative = inhibition, actives largely listed as inhibitors; further: potency means the concentration at half of the fitted maximal effect; on the % scale 0 is the no-effect control and ±100 the full control effect; nearly all actives have a fitted effect of over 65% in size
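Rat TrxR1 (90 nM in the dispensed reagent) was pre-reduced with 400 uM NADPH for 5 min at room temperature, then incubated with compound for 15 min. After 400 uM selenite was added, NADPH fluorescence (Ex 340/Em 450 nm) was followed for 8 min.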
PI4K2A block: inhibitors of human PI4K2A; activity change, negative = inhibition, % at 76.9 µM; 0.13% of 420,000 active; purified PI4K2A, ADP-Glo luminescence, 1 h; active compounds read low; in the data active means activity change below about -50%; inconclusive means mostly about -30% to -49%;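 further: -100% = wells without enzyme as full effect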
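PI4K2A activity was measured by ADP-Glo luminescence: enzyme (4 ug/mL stock) and phosphatidylinositol (1.2 mM stock) in Tris pH 7.5/MgCl2/EGTA/Triton X-100 buffer were reacted with ATP (300 microM stock) for one hour at ambient temperature.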
PGK inhibitor: T. brucei PGK inhibition | P07378 | PGK/GAPDH coupled, Kinase-Glo luminescence, 60 min | Potency, µM (titrated, usually from 57.5 µM), for the others: top-dose activity change, negative = inhibition, actives largely listed as inhibitors | 0.043% of 380,000 active | AID 602233; further: potency means the concentration at half of the fitted maximal effect; on the % scale 0 is the no-effect control and ±100 the full control effect; nearly all actives have a fitted effect of over 60% in size
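Luminescent ATP detection (Kinase-Glo Plus) follows a 60-minute room-temperature incubation, with wells lacking PGK as controls. Buffer: 100 mM TEA (pH 7.6), 5 mM MgCl2, 0.01% Tween-20. Coupling enzyme GAPDH (100 nM final) supplies unstable 1,3-BPG in-well.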
USP1 inh: blocks the human USP1/UAF1 deubiquitinase complex; O94782; recombinant USP1/UAF1, Ub-Rhodamine cleavage fluorescence; Potency, µM (top dose mostly 57.1 µM), without a hit: at the top dose activity change, negative = inhibition, actives largely listed as inhibitors; 0.23% of 390,000 active; AID 743255; further: potency means the concentration at half of the fitted maximal effect; on the % scale 0 is the no-effect control and ±100 the full control effect; nearly all actives have a fitted effect of over 60% in size; inactives centre near -12
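USP1/UAF1 complex (1 nM) preincubated 15 min at room temperature with compound, then Ub-Rho substrate (150 nM final) added. Kinetic fluorescence at 480/540 nm over 6 reads at 60 s intervals; 50 mM HEPES pH 7.8, 0.5 mM EDTA, 0.1 mg/ml BSA, 1 mM TCEP, 0.01% Tween-20.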
HP1b binding inh: blocks HP1-beta chromodomain binding to methylated histone tails; AlphaScreen HP1-beta / biotin-H3K9me3 peptide binding; P83916; AID 540317; 0.56% of 390,000 active; Potency, µM (series often up to 114 µM), for inactives: top-dose activity change, negative = inhibition, usual class: inhibitors; further: potency means the concentration at half of the fitted maximal effect; nearly all actives have a fitted effect of over 70% in size; inactives centre near 23
Target sequence (P83916 whole entry, looked up): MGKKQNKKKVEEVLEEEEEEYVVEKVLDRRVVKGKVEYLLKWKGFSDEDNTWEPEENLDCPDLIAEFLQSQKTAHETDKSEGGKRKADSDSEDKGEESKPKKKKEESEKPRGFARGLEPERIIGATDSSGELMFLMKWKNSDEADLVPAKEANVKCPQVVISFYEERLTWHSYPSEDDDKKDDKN
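HP1-beta protein (50 nM final) preincubated 30 min at room temperature with biotinylated H3(1-18)K9me3 peptide (50 nM) in PBS pH 7.4, 0.01% Tween-20, then compound added for 30 min. AlphaScreen streptavidin donor/nickel chelate acceptor beads (10 ug/mL final), 30 min dark, luminescence read.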
Pin1 inh: blocks the human prolyl isomerase Pin1; Potency, µM (highest dose often 115 µM), without a hit: at the highest dose activity, negative = inhibition, usual class: inhibitors; AID 504891; Q13526; Pin1 FP peptide displacement, HiFluor488, 10 min; 0.009% of 390,000 active; active means well fitted inhibition curve with a large enough effect in the polarisation, with a control signal flat, not every such curve was filed as active; inconclusive means small, poorly fitted or top-dose-only effect, or effect the other way, or a change in a side signal; inactive means no such curve, though single readings can be large or run the other way; the % refers to the polarisation; further: potency means the concentration at half of the fitted maximal effect; on the % scale 0 is the no-effect control and ±100 the full control effect
Target sequence (Q13526 whole entry, looked up): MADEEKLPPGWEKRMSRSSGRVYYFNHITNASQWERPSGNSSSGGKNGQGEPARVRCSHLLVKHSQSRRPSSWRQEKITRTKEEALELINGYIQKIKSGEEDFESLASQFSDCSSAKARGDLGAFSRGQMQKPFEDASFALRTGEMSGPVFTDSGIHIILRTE
The depositor's hits bear a star; i = inactive; ? = inconclusive; / = no result given; [ ] = dose if it differs, or a comment. Unless noted, the call rests on the fitted dose curve; in most records, active means well fitted curve in the direction sought with a large enough effect; inconclusive means small, poorly fitted or top-dose-only effect, or another doubt; inactive means no such curve, though single readings can be large; an effect the other way counts as inactive or inconclusive. The list is partial; rates above refer to the full screens.

GLS inh,TrxR1 substrate,mIDH1 inhibitor,TrxR1 inh,PI4K2A block,PGK inhibitor,USP1 inh,HP1b binding inh,Pin1 inh,structure
12%,-3%,0%,15%,0,-3%,-17%,-10%,1%,COc1ccc(-c2noc(CCC(=O)N3CCN(c4cccc(OC)c4)CC3)n2)cc1
28%,8%,1%,6%,1,-5%,-2%,40%,16%,CCOC(=O)c1ccccc1N1C(=O)CSC1=S
?,3%,3%,30%,-2,i,-8%,32%[activator],-4%,COC(=O)C(NC(C)=O)(Nc1ccc(C)cn1)C(F)(F)F (stereo unspecified)
-3%,6%[57.1 µM],1%,8%[57.1 µM],1,11%,-9%,40%[activator],28%,O=C(CCC1N=C2c3ccccc3N=C(SCc3ccc(Cl)cc3)N2C1=O)NCc1cccs1 (stereo unspecified)
-9%,1%,12%,5%,4,-5%,-2%,16%,-2%,Cc1ccc(C(=O)Cn2c(-c3ccccc3)noc2=O)cc1
-7%,0%[57.1 µM],2%,19%[57.1 µM],-6,-12%,-9%,35%,-22%,COc1cc(Cl)c(S(=O)(=O)NCCCN2CCOCC2)cc1Cl
6%,1%,21%,1%,-3,-8%,-5%,20%,0%,COc1ccc(C(=O)NCc2nnc(SCC(=O)Nc3ccccc3)n2-c2ccc(F)cc2)cc1
-3%,2%,2%,16%,-1,i,-21%,28%,-4%,Cc1noc(C)c1COc1ccccc1C(=O)N1CCN(c2cccc(Cl)c2)CC1
?,13%[57.1 µM],7%,22%[57.1 µM],-13,-1%,-5%,3%,-9%,Cc1cc(O)ccc1Nc1nc(-c2cccnc2)cs1
5%,1%,-2%,12%,0,-8%,-30%,47%[activator],-5%,CCOC(=O)[C@@H]1[C@H]2COc3ccccc3[C@H]2N2C(=O)N(c3cccc(F)c3)C(=O)[C@]12C
-4%,8%[57.1 µM],11%,2%[57.1 µM],-5,i,-14%,34%,-3%,O=C(CNC(=O)c1ccccn1)N/N=C/c1ccc2c(c1)OCO2
4%,7%,4%,28%,3,/,4%,23%,0%,COc1ccc(/C=N/N=C2/NC(=O)C(c3ccccc3)(c3ccccc3)S2)cc1
0%,-4%,1%,-15%,3,i,-14%,22%,-7%,COc1ccc(CN2CCN(C(=O)CN3C(=O)C4C5C=CC(C5)C4C3=O)CC2)c(OC)c1OC (stereo unspecified)
-5%,11%,-3%,28%,-2,/,-23%,40%,-14%,CCOc1ccc2nc(NCCNC(=O)c3cc(OC)c(OC)c(OC)c3)c(C#N)cc2c1
-19%,2%[57.1 µM],5%,16%,3,7%,-15%,42%[activator],0%,Cc1cc(C)n(CCN(C)C(=O)c2cc(COc3c(F)cccc3F)on2)n1
6%,-4%[57.1 µM],-5%,-16%[57.1 µM],0,1%,-12%,-8%,3%,CNC(=S)Nc1cc(OC)c(NC(=O)c2ccco2)cc1OC
-3%,1%,1%,9%,2,-9%,-18%,15%,-8%,O=C(NC1CCCCC1)C1CN(S(=O)(=O)c2ccccc2)CCN1S(=O)(=O)c1ccccc1 (stereo unspecified)
-8%,25%,-2%,18%,0,-11%[11.5 µM],-22%,27%,11%,CC(=O)Nc1nonc1-c1nc2ccccc2n1CCC#N
32%[activator],6%,2%,18%[57.1 µM],-3,-4%,-9%,-1%,16%,Cc1csc(Nc2ccccc2)[n+]1C
-3%,-1%,-2%,2%,-9,-8%,-10%,-2%,-3%,Cc1cnc(NC(=O)C2COc3ccccc3O2)s1 (stereo unspecified)

Entries from the list above that have a Cl atom:
GLS inh,TrxR1 substrate,mIDH1 inhibitor,TrxR1 inh,PI4K2A block,PGK inhibitor,USP1 inh,HP1b binding inh,Pin1 inh,structure
-3%,6%[57.1 µM],1%,8%[57.1 µM],1,11%,-9%,40%[activator],28%,O=C(CCC1N=C2c3ccccc3N=C(SCc3ccc(Cl)cc3)N2C1=O)NCc1cccs1 (stereo unspecified)
-7%,0%[57.1 µM],2%,19%[57.1 µM],-6,-12%,-9%,35%,-22%,COc1cc(Cl)c(S(=O)(=O)NCCCN2CCOCC2)cc1Cl
-3%,2%,2%,16%,-1,i,-21%,28%,-4%,Cc1noc(C)c1COc1ccccc1C(=O)N1CCN(c2cccc(Cl)c2)CC1

Continuation.
GLS inh,TrxR1 substrate,mIDH1 inhibitor,TrxR1 inh,PI4K2A block,PGK inhibitor,USP1 inh,HP1b binding inh,Pin1 inh,structure
1%,6%[57.1 µM],-4%,21%[57.1 µM],0,-8%,-5%,27%,5%,CCCCNC(=O)NC1(C(F)(F)F)Oc2ccccc2O1
-17%,-18%[57.1 µM],25%,11%[57.1 µM],3,0%,-20%,33%,-8%,COC(=O)CCc1c(C)c(C(=O)c2ccc(F)cc2)c2ccccn12
2%,0%,-2%,6%,-5,-10%,-26%,13%,-7%,CCC(=O)NCc1nc2ccccc2n1Cc1ccccc1
4%,96%[activator],-8%,-8%,6,7%,-18%,43%[activator],6%,COc1ccc2c(c1)cc(C(=O)N[C@@H](CCSC)C(=O)N1CCC(C(=O)O)CC1)n2C
0%,14%[57.1 µM],3%,29%[57.1 µM],5,-7%,-22%,19%,-5%,CCN(CC)C(=O)c1cccc(NC(=O)CC23CC4CC(CC(C4)C2)C3)c1
0%,-2%,0%,-7%,-6,i,-2%,19%,-1%,O=C(NCCN1C(=O)S/C(=C\c2cccnc2)C1=O)c1ccc([N+](=O)[O-])s1
4%,4%,6%,23%,2,-4%,-24%,23%,-3%,Cc1ccc(S(=O)(=O)Nc2cccc(C(=O)N3CCOCC3)c2)c(C)c1NS(C)(=O)=O
14%,9%[57.1 µM],1%,20%[2.29 µM],-5,-3%,-17%,?,?,Cc1ccc(N2CCN(CC(O)COc3cccc4ccccc34)CC2)cc1 (stereo unspecified)
-22%,5%,9%,23%,12,i,-23%,17%,-2%,CCCCOC(=O)N1CCOCCOCCOCCOCC1
-1%,8%,5%,29%,-6,-11%,-5%,22%,4%,CCCCn1c(N)c(N(C)C(=O)c2ccccc2Oc2ccccc2)c(=O)[nH]c1=O
-3%,14%,3%,28%,4,1%,-17%,39%[activator],7%,CCCCNC(=O)CCSc1nc(-c2ccc3c(c2)OCO3)cc(C(F)(F)F)n1
22%,-1%,1%,22%,2,i,-13%,54%[activator],2%,Cc1cccc(NNC(=O)c2c(F)cccc2Cl)c1
-2%,-9%[57.1 µM],8%,10%[57.1 µM],-3,0%,-20%,12%,?,O=C1C2C3C=CC(C3)C2C(=O)N1/N=C/c1cn(Cc2ccccc2)c2ccccc12 (stereo unspecified)
-1%,10%,20%,14%,-6,-9%,-18%,78%[activator],-8%,CC(=O)N1CCN=C1SCc1ccccc1
-2%,19%[11.4 µM],-10%,44%[11.4 µM],3,-2%,-21%,2%,-24%,COc1ccc(-c2nc3ccccc3o2)cc1NC(=O)c1ccc(N2CCC(C)CC2)c([N+](=O)[O-])c1
0%,5%[57.1 µM],7%,8%[57.1 µM],-1,-7%,-16%,3%,-2%,COc1ccccc1C(=O)NC(=O)COC(=O)c1ccco1
31%[activator],1%,0%,10%,-2,-3%,-8%,-9%,?,O=C(Nc1ccc(Nc2ccccc2)cc1)c1ccco1
-6%,3%[57.1 µM],6%,9%[57.1 µM],-2,-4%,-4%,48%[activator],-1%,CCOC(=O)CNC(=O)Cn1cnc2c(nnn2-c2ccccc2)c1=O
-17%,5%[57.1 µM],8%,-5%[57.1 µM],2,0%,-12%,61%[activator],29%,Cc1ccc(C)c2sc(N3CCN(C(=O)c4ccco4)CC3)nc12
0%,5%,-8%,15%,-3,8%,-5%,39%,6%,CCCCN(C(=O)c1ccc(OC(F)(F)F)cc1)c1c(N)n(CCC)c(=O)[nH]c1=O

Sorted by value in TrxR1 substrate (descending): 5 of the compounds above.
smiles | GLS inh | TrxR1 substrate | mIDH1 inhibitor | TrxR1 inh | PI4K2A block | PGK inhibitor | USP1 inh | HP1b binding inh | Pin1 inh
CCCCNC(=O)CCSc1nc(-c2ccc3c(c2)OCO3)cc(C(F)(F)F)n1 | -3% | 14% | 3% | 28% | 4 | 1% | -17% | 39%[activator] | 7%
CC(=O)N1CCN=C1SCc1ccccc1 | -1% | 10% | 20% | 14% | -6 | -9% | -18% | 78%[activator] | -8%
CCCCN(C(=O)c1ccc(OC(F)(F)F)cc1)c1c(N)n(CCC)c(=O)[nH]c1=O | 0% | 5% | -8% | 15% | -3 | 8% | -5% | 39% | 6%
O=C(Nc1ccc(Nc2ccccc2)cc1)c1ccco1 | 31%[activator] | 1% | 0% | 10% | -2 | -3% | -8% | -9% | ?
Cc1cccc(NNC(=O)c2c(F)cccc2Cl)c1 | 22% | -1% | 1% | 22% | 2 | i | -13% | 54%[activator] | 2%
